# Bioassay records as filed in PubChem.
# Vif-A3F inh: blocks the Vif interaction with APOBEC3F; Potency, µM (titrated, usually from 46.1 µM), without a hit: top-dose activity, negative = active; hit rate 0.2% among 390,000; HeLa A3F-eYFP + Vif (tagged APOBEC3F with the HIV-1 protein that degrades it), YFP fluorescence increase; further: potency means the concentration at half of the fitted maximal effect; % of control where 0% means no effect; nearly all actives have a fitted effect of over 65% in size
#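 Fluorescence increase (Ex 488/Em 500-530) after overnight compound treatment at 37 deg C flags inhibition of Vif-driven A3F-eYFP loss in stable HeLa A3F-eYFP/Vif cells seeded overnight beforehand.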
# Glioma ERSR ind: inducers of ER stress response in human glioma cells; AID 602332; U87-MG GRP78 promoter luciferase reporter, 16 h; Potency, µM, inactives show at the highest dose activation, most hits filed as activators; hit rate 0.02% among 420,000; further: potency means the concentration at half of the fitted maximal effect; series mostly up to about 76 µM; % of control where 0% means no effect; nearly all actives have a fitted effect of over 35% in size
#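 ERSR induction read as luciferase luminescence (Bright-Glo, 10 min at room temperature) in stably transfected human U87-MG glioma cells exposed to compounds for 16 h, using GRP78 as sensor.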
# RGS4 inh: human RGS4 inhibition; P49798; Transcreener GDP fluorescence polarization, RGS4-accelerated GTP hydrolysis; Potency, µM (top dose mostly 114 µM), for the others: top-dose activity change, negative = inhibition, hits mostly inhibitors; hit rate 0.039% among 390,000; AID 504845; further: potency means the concentration at half of the fitted maximal effect; on the % scale 0 is the no-effect control and ±100 the full control effect; nearly all actives have a fitted effect of over 75% in size; some results filed as inactive show a strong effect at the top dose
# Target sequence (P49798 whole entry, looked up): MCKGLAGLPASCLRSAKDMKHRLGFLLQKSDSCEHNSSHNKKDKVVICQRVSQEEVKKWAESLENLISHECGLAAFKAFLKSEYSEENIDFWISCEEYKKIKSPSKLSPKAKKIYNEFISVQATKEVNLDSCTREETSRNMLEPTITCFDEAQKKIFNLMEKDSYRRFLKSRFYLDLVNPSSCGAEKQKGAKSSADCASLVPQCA
#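 MLSMR compounds (23 nl, pin-transferred) preincubated 10 min at room temperature with a 500nM (2x) first reagent, then RGS4 at 900nM (2x) plus Transcreener GDP mix added; fluorescence polarization (620/688 nm) read before and after 90 min at 30 °C.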
# LDHA inh: inhibitors of human lactate dehydrogenase A; P00338; AID 1347041; activity change, % (values are at about 110 or 230 µM); hit rate 0.15% among 480,000; purified LDHA, NADH/diaphorase-resazurin fluorescence; active compounds read low; in the data active means activity change below about -30%; inconclusive means mostly about -25% to -30%;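 further: plate controls were DMSO wells for no effect and wells without enzyme for full effect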
#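 Remaining NADH was detected by diaphorase (0.133 mg/mL) converting 37 µM resazurin to fluorescent resorufin, read at 0 and 20 minutes. The preceding 5-minute room-temperature reaction used 2 nM LDHA, 0.2 mM sodium pyruvate and 0.06 mM NADH at pH 7.4.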
# Vif-A3G inh: blocks the Vif interaction with human APOBEC3G; AID 602310; Q9HC16; Potency, µM (highest dose often 46.1 µM), for the others: at the highest dose activity, negative = active, usual class: inhibitors; hit rate 0.076% among 410,000; HeLa A3G-eYFP + Vif (tagged APOBEC3G with the HIV-1 protein that degrades it), YFP fluorescence, overnight;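 further: potency means the concentration at half of the fitted maximal effect; on the % scale 0 is the no-effect control and ±100 the full control effect; nearly all actives have a fitted effect of over 60% in size; hits raise eYFP signal because A3G escapes Vif-driven loss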
# Target sequence (Q9HC16 whole entry, looked up): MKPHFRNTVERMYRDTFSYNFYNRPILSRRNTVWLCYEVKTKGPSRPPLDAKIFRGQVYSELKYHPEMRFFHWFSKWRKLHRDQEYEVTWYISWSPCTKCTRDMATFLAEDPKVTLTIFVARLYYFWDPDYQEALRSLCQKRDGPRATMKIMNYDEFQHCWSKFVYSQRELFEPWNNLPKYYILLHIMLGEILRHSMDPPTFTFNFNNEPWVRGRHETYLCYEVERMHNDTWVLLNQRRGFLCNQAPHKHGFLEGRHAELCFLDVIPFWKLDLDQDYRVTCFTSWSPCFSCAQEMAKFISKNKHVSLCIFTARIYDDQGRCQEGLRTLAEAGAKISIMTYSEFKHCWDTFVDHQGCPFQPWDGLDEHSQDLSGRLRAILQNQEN
#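 Read-out is eYFP fluorescence (Ex 488/Em 500-530) from Vif-expressing HeLa A3G-eYFP cells; more signal means A3G escaped Vif-mediated degradation. Cells plated overnight, compound pinned in, incubated overnight at 37 deg C.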
# USP1 inh: inhibitors of human USP1/UAF1 deubiquitinase; O94782; Potency, µM (top dose mostly 57.1 µM), without a hit: at the highest dose activity change, negative = inhibition, hits mostly inhibitors; hit rate 0.23% among 390,000; AID 743255; recombinant USP1/UAF1, Ub-Rhodamine cleavage fluorescence; further: potency means the concentration at half of the fitted maximal effect; on the % scale 0 is the no-effect control and ±100 the full control effect; nearly all actives have a fitted effect of over 60% in size; inactives centre near -12
#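 USP1/UAF1 complex at 1 nM was preincubated with compound for 15 min at room temperature, then Ub-Rho substrate (150nM final) was added. Fluorescence (480/540 nm) was read kinetically, 6 reads every 60 seconds.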
# TrxR1 substrate: is turned over as a substrate by rat TrxR1; O89049; purified TrxR1 substrate turnover, NADPH consumption readout; Potency, µM (top dose mostly 114 µM), for the others: at the top dose activity change, negative = substrate turnover; hit rate 0.01% among 390,000; AID 588456; further: potency means the concentration at half of the fitted maximal effect; on the % scale 0 is the no-effect control and ±100 the full control effect; nearly all actives have a fitted effect of over 50% in size
#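 Rat TrxR1, dispensed at 90 nM, was prereduced with 400 uM NADPH (final) for 5 min at ~22 deg C, then incubated with compound 15 min before 400 uM selenite. A first-read NADPH fluorescence drop versus no-compound background flagged substrates.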
# TrxR1 inh: inhibitors of rat thioredoxin reductase 1 | recombinant rTrxR1, NADPH fluorescence consumption, selenite substrate | Potency, µM (titrated, usually from 114 µM), for inactives: at the top dose activity change, negative = inhibition, hits mostly inhibitors | hit rate 1% among 390,000; further: potency means the concentration at half of the fitted maximal effect; on the % scale 0 is the no-effect control and ±100 the full control effect; nearly all actives have a fitted effect of over 65% in size
#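 Rat TrxR1 (90 nM in the dispensed reagent) was pre-reduced with 400 uM NADPH for 5 min at room temperature, then incubated with compound for 15 min. After 400 uM selenite was added, NADPH fluorescence (Ex 340/Em 450 nm) was followed for 8 min.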
# mIDH1 inhibitor: inhibitors of human mutant IDH1 R132H | O75874 | IDH1-R132H enzyme, NADPH consumption, diaphorase/resazurin fluorescence | Potency, µM (highest dose often 76.6 µM), without a hit: at the top dose activity change, negative = inhibition, most hits filed as inhibitors | hit rate 0.093% among 390,000 | AID 602179; further: potency means the concentration at half of the fitted maximal effect; on the % scale 0 is the no-effect control and ±100 the full control effect; nearly all actives have a fitted effect of over 65% in size
# Target sequence (O75874 whole entry R132H, stated change not applied): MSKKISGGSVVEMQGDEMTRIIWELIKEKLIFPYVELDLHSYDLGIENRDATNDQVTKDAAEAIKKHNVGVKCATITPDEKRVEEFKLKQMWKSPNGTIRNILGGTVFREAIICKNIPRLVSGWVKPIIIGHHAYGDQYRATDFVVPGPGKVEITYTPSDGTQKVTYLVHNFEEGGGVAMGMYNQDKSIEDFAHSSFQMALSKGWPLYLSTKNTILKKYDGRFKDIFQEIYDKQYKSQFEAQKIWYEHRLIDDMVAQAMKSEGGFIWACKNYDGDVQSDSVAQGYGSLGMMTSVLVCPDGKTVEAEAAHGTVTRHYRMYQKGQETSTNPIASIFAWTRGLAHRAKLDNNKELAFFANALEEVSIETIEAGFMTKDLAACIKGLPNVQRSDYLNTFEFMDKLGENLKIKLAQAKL
#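 IDH1-R132H (0.5 ug/mL) preincubated 30 min with compound, then NADPH (0.016 mM) and alpha-KG (2 mM) added; 80 min at RT, pH 7.5. Remaining NADPH coupled via diaphorase/resazurin to fluorescence (540/590 nm); concentration-response curves normalized to no-enzyme control.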
# Active calls of the source: *; ? = inconclusive; . = no result given; & = joins results of further samples; [ ] = another dose, or the depositor's remark. Unless noted, the call rests on the fitted dose curve; in most records, active means well fitted curve in the direction sought with a large enough effect; inconclusive means small, poorly fitted or top-dose-only effect, or another doubt; inactive means no such curve, though single readings can be large; an effect the other way counts as inactive or inconclusive. The list is partial. The share of hits here may be higher or lower than overall.
# Under each structure: Glioma ERSR ind, Vif-A3F inh, mIDH1 inhibitor, LDHA inh, TrxR1 inh, TrxR1 substrate, Vif-A3G inh, RGS4 inh, USP1 inh
CN(C)c1ccc(CNC(=O)CCS(=O)(=O)c2ccc3c(c2)n(C)c(=O)c(=O)n3C)cc1
 : -3%, -2%, 20%, 4, -2%[57.1 µM], 3%[57.1 µM], 1%, -15%, -14%
CCCCN(C(=O)c1ccccc1OCc1ccc(F)cc1)c1c(N)n(CC(C)C)c(=O)[nH]c1=O
 : -3%, -17%, 4%, -4, 15%, 0%, -6%, 31%, -4%
Cc1ccc(N2C(=O)C3C(C2=O)C2C=CC3C23CC3)c([N+](=O)[O-])c1 (stereo not given)
 : -3%, 3%, 3%, -3, 0%[57.1 µM], 3%[57.1 µM], 5%, -5%, ?
Cc1nc(-c2ccccc2)nc2sc(C(=O)c3ccc(F)cc3)c(N)c12
 : -2%, ?, -8%, -3, 5%, -2%, -7%, -7%, -13%
Cc1ccc(N(C)C(=O)c2cnc(N3CCOCC3)c3ccccc23)cc1C
 : -2%, -14%, 33%[activator], 2&-3, 0%[57.1 µM], -4%[57.1 µM], -8%, -23%, -12%
O=S(=O)(c1ccccc1)c1cc(O)ccc1O
 : -8%, -21%, 6%, 11, ?, -14%[57.1 µM], 3%, -23%, -23%
CC(C)N(C(=O)COC(=O)[C@@H]1CC(O)CN1S(=O)(=O)c1ccccc1[N+](=O)[O-])C(C)C (stereo not given in full)
 : -3%, 5%, 4%, -3, -8%[57.1 µM], -1%[57.1 µM], 1%, -22%, -19%
Cc1ccc(NC(=O)Cn2c(=O)ccc3cc(S(=O)(=O)N4CCC(C)CC4)ccc32)cc1Cl
 : -2%, 2%, -6%, -7, 39%[activator][57.1 µM], 9%[57.1 µM], 2%, 28%, -15%
CCC(C)[C@H](NC(=O)NCc1cccc(OC)c1)C(=O)OC (stereo not given in full)
 : 0%, -7%, 0%, -4, -3%, 2%, -4%, -4%, -14%
COc1ccc(N2CCN(C(=O)c3cc(S(=O)(=O)N4CCC(C)CC4)cn3C)CC2)cc1
 : 0%, -1%, 23%, 3, 19%[57.1 µM], 4%[57.1 µM], 5%, 4%, -6%
COc1ccc(-n2nc(C(=O)Nc3cc(C)ccn3)c3c4ccccc4n(C)c3c2=O)cc1Cl
 : -3%, 1%, 5%, -1, 19%, 3%, -3%, 20%, -5%
CC(C)CCN1CC(=O)N2[C@@H](Cc3c([nH]c4ccccc34)C2(C)C)C1=O
 : -5%, -17%, 8%, -3, 18%, 5%, -8%, 1%, -25%
CC(=O)Nc1ccc2nc(NC(=O)COc3ccccc3C)sc2c1
 : -2%, -30%, 0%, -7, 8%[57.1 µM], 11%, -6%, -14%, -18%
CCC1CCCCN1S(=O)(=O)c1ccc(NC(=O)C2CC(=O)N(C(C)(C)C)C2)cc1 (stereo not given)
 : -1%, 3%, -4%, -5, 9%, 0%, -1%, -5%, -16%
CCOC(=O)c1c(NC(=O)CN2CCCc3ccccc32)sc(C)c1CC
 : -2%, -1%, 8%, 1, -7%, -6%, 0%, ?, -24%
Cc1ccc(C(=O)c2c3ccccc3[n+]([O-])n2CCO)cc1
 : -2%, -2%, 10%, 6, -9%, -9%, 2%, -6%, -30%
CCOC(=O)[C@H]1[C@H]2COc3ccc(Cl)cc3[C@@H]2N2C(=O)CNC(=O)[C@@]12C
 : 4%, -4%, -5%, 1, 8%[57.1 µM], 6%[57.1 µM], -2%, 12%, -12%
CCN1C(=O)CS/C1=N\S(=O)(=O)c1ccc(Cl)cc1
 : -4%, -1%, 27%, -8, 10%[57.1 µM], 0%[57.1 µM], -2%, -13%, -9%
COc1cccc(Nc2ncccc2C(=O)Nc2ccccc2)c1
 : 0%, -8%, -1%, -6, -1%, -10%, -2%, 15%, -9%
O=C(CNC(=O)c1ccccc1)NCC(=O)OCC(=O)c1ccccc1
 : -2%, 0%, 1%, -7, 10%[57.1 µM], 7%[57.1 µM], -2%, -23%, -5%
CC1CCCC(C)N1C(=O)CSc1nnnn1-c1cccc2c1CCCC2 (stereo not given)
 : -6%, 7%, 0%, -1, 4%, -10%, 2%, -33%, -22%
O=C(NC(C(=O)c1ccccc1)N1CCCCCC1)c1ccco1 (stereo not given)
 : 0%, 4%, -7%, -3, -1%[57.1 µM], -10%, 3%, -29%, -13%
CCOc1ccc(NC(=O)C2CC(=O)OC2c2ccccc2)cc1 (stereo not given)
 : 1%, -4%, -6%, -3, 19%[57.1 µM], 5%[57.1 µM], -4%, -8%, -13%
Nc1ncnc2c1C(c1ccccc1)c1c(ccc3ccccc13)O2 (stereo not given)
 : -3%, 1%, ., -12&-16, 3%, -6%, -5%, 5%, .
CC(C)(C)C(=O)/C=C(\N)c1ccccn1
 : 5%, -1%, 1%, 2, 0%[57.1 µM], 2%[57.1 µM], -15%, 4%, 0%
Cc1ccc([N+](=O)[O-])cc1S(=O)(=O)N1CCC(C)CC1
 : -1%, 9%, -2%, -6, 17%[57.1 µM], 2%[57.1 µM], -2%, ?, -11%
COc1cc(C(=O)Nc2ccccc2-c2nc(-c3ccccc3)no2)cc(OC)c1OC
 : 0%, -8%, 5%, 9, 23%, 11%, 5%, -25%, -12%
Cc1ccc(CNC(=O)Cc2ccc(Br)cc2)cc1
 : -1%, -20%, 17%, -5, 0%[57.1 µM], -9%, ?, 18%, -7%
CCN(CC)C(=O)c1ccc2nc3ccccc3nc2c1
 : 0%, 1%, 2%, 1, -8%, -11%, 1%, 46%, -5%
Cc1ccc(NC(=O)c2oc3ccccc3c2NC(=O)C23CC4CC(CC(C4)C2)C3)cc1
 : 1%, -14%, -2%, -7, 13%, -1%, 2%, 9%, -17%
Cc1noc(C)c1COc1ccc(C(=O)N2CC(C)CC(C)C2)cc1 (stereo not given)
 : -5%, 0%, 22%, -1, 5%, -6%, 0%, 16%, -15%
CCCC(NS(=O)(=O)c1ccc(Br)cc1)C(=O)O (stereo not given)
 : -4%, 3%, 6%, -7, 30%, 6%, 0%, 4%, -5%
CCOCCCNC(=O)C(c1ccccc1)N(Cc1cccs1)C(=O)c1ccccc1O (stereo not given)
 : 3%, -1%, 9%, 0, 19%[57.1 µM], -19%[57.1 µM], -9%, -31%, -5%
Cc1cccc(NC(=O)CN2CCC(NC(=O)C3CCCCC3)CC2)c1C
 : 1%, 5%, 5%, -3, 20%, 4%, -1%, 11%, -6%
O=C(CCn1c(=O)oc2ccc(Cl)cc21)N1CCN(Cc2ccccc2)CC1
 : -2%, 2%, 2%, -1, 16%, -1%, 1%, -14%, -20%
O=C(c1ccccc1F)N(Cc1ccc(F)cc1)C1CCS(=O)(=O)C1 (stereo not given)
 : 4%, -1%, 5%, -6, -1%, -2%, -5%, -12%, -23%

# Limited to USP1 inh, for two of the compounds above:
structure	USP1 inh
CCC(C)[C@H](NC(=O)NCc1cccc(OC)c1)C(=O)OC (stereo not given in full)	-14%
CCOCCCNC(=O)C(c1ccccc1)N(Cc1cccs1)C(=O)c1ccccc1O (stereo not given)	-5%

# One compound at a time (already shown). Order of values: Glioma ERSR ind, Vif-A3F inh, mIDH1 inhibitor, LDHA inh, TrxR1 inh, TrxR1 substrate, Vif-A3G inh, RGS4 inh, USP1 inh
# Cc1cccc(NC(=O)CN2CCC(NC(=O)C3CCCCC3)CC2)c1C is listed as 1%, 5%, 5%, -3, 20%, 4%, -1%, 11%, -6%
# O=C(CCn1c(=O)oc2ccc(Cl)cc21)N1CCN(Cc2ccccc2)CC1 is listed as -2%, 2%, 2%, -1, 16%, -1%, 1%, -14%, -20%
# CCOCCCNC(=O)C(c1ccccc1)N(Cc1cccs1)C(=O)c1ccccc1O (stereo not given) is listed as 3%, -1%, 9%, 0, 19%[57.1 µM], -19%[57.1 µM], -9%, -31%, -5%
